DT40 TDP1 CPT: DT40-hTDP1 cell growth loss with CPT; chicken DT40 Tdp1-/-;hTDP1 cells + 20 nM CPT, ATP luminescence, 48 h; AID 686979; Potency, µM (highest dose often 46.2 µM), for inactives: top-dose activity change, negative = growth inhibition, most hits filed as inhibitors; 420,000 tested, 12% active; further: nearly all actives have a fitted effect of over 55% in size
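Cell growth measured by CellTiter-Glo luminescence after a minimum 48 h, 37 C compound exposure with 20 nM CPT in Tdp1-knockout DT40 cells stably expressing hTDP1, seeded 400/well; qHTS titration format.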
N370S GC mod: N370S glucocerebrosidase modulation, Gaucher chaperone candidate. P04062. N370S GC spleen homogenate, 4MU-glucoside fluorescence. Potency, µM (titrated, usually from 59.4 µM), for inactives: at the highest dose activity change, negative = inhibition, usual class: inhibitors. 330,000 tested, 0.092% active;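 further: 0% = full enzyme activity and -100% = no enzyme basal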
FEN1 inhibitor: human FEN1 inhibition; AID 588795; Potency, µM (series often up to 114 µM), inactives show top-dose activity change, negative = inhibition, hits mostly inhibitors; P39748; 390,000 tested, 0.35% active; Recombinant FEN1 flap cleavage, fluorescence, 15 min; further: nearly all actives have a fitted effect of over 65% in size
Target sequence (P39748 whole entry, looked up): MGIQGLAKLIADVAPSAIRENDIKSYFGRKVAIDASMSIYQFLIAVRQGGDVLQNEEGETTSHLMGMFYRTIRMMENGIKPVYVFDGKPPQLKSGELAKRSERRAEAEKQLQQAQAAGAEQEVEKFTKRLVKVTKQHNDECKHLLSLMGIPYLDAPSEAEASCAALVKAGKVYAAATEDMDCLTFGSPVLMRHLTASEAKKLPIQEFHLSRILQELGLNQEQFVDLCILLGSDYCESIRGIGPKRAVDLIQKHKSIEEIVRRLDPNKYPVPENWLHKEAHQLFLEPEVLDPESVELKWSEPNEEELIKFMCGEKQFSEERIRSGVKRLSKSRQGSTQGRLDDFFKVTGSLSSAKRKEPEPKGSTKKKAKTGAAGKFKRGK
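Recombinant FEN1 (10 nM) was preincubated with pin-transferred compounds for 15 min at room temperature, then flap DNA substrate (50 nM final) was added. Plates were read at 0 and 15 min, and normalized concentration–response data were fitted to a four-parameter Hill equation.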
Active calls of the source: *; ? = inconclusive; nt = not tested or not shown; & = joins results of further samples; [ ] = dose if it differs, or a comment. The call rests on the fitted dose curve; in most records, active means well fitted curve in the direction sought with a large enough effect; inconclusive means small, poorly fitted or top-dose-only effect, or another doubt; inactive means no such curve, though single readings can be large; an effect the other way counts as inactive or inconclusive. Unless noted, on the % scale 0 is the no-effect control and ±100 the full control effect; potency means the concentration at half of the fitted maximal effect. The list is partial; rates above refer to the full screens.

Fields: FEN1 inhibitor, DT40 TDP1 CPT, N370S GC mod
O=C(CCn1c2c(c3ccccc31)CCCC2)NNC(=O)c1ccc([N+](=O)[O-])cc1
    2%, 21µM*, -14%
CC1(C)C(=O)OC(C(=O)c2ccccc2)C2(CCCCC2)C1=O (stereo not drawn)
    -14%, 2%, 30%
CC1CCN(C(=S)c2cn(Cc3ccccc3F)c3ccccc23)CC1
    3%, ?, 18%
COc1ccccc1CN1C[C@@H]2C[C@@H](c3ccc4nsnc4c3)N3CCC[C@@]23C1=O
    13%, ?, 11%
COc1ccccc1N1CCN(/N=C\C(Br)=C\c2ccccc2)CC1
    -8%, 8.2µM*, -14%
COc1ccc(NC(=O)CC#N)cc1OC
    -7%, -11%, 1%
NC(=O)c1cccc(NC(=O)Nc2ccc(Cl)cc2)c1
    0%, -2%, -5%
Cc1ccc(S(=O)(=O)N2CCC(C(=O)N3CCN(Cc4ccccc4)CC3)CC2)cc1
    -2%, 21µM*, -6%
O=C(Cn1cnc2ccccc2c1=O)NCCC(=O)Nc1ccc(F)cc1
    -3%&-8%, 8%&-17%, -17%
Cc1ccc(-c2nnc(Nc3ccc(Br)cc3)c3ccccc23)cc1S(=O)(=O)NCC1CCCO1 (stereo not drawn)
    -8%, 16µM*, nt
Cc1ccc(NC(=S)N2CCC(NC(=O)c3ccc(F)cc3)CC2)cc1C
    9%, -1%, -1%
NNC(=O)C1c2ccccc2Oc2ccccc21
    -17%, -2%, 18%
Cc1cc(C)nc(Nc2cc([N+](=O)[O-])ccc2C)n1
    12%, 9%, -3%
Cc1[nH]c2ccccc2c1C(=O)CN1CCSCC1
    8%, 0%, 3%
CC(C)(C)C(=O)N1CCN(c2ncccc2C(F)(F)F)CC1
    -1%, -26%, 0%
Cc1cc(C(=O)CSc2nc(N)cc(=O)[nH]2)c(C)n1Cc1ccco1
    17%, ?, -5%
OC(CNCc1ccccc1)(c1ccccc1)c1ccccc1
    8%, -24%, 5%
O=C1CSC(c2ccc([N+](=O)[O-])cc2)N1Cc1ccccc1 (stereo not drawn)
    -7%, ?, 1%
COc1ccccc1NC(=O)CCn1cccc1
    7%, -3%, -2%
COCCn1c(=N)c(C(=O)NC(C)c2ccccc2)cc2c(=O)n3cc(C)ccc3nc21 (stereo not drawn)
    3%, 9%, nt
Nc1cc(N)nc(SCC(=O)NNC(=O)Cc2ccccc2)n1
    0%, -5%, 4%
CN(C(=O)CSc1nnc(COc2ccccc2)o1)c1ccccc1
    5%, -17%, nt
COc1ccccc1NC(=O)CCCNC(=O)Cn1cnc2sc(C)c(C)c2c1=O
    1%, -4%, -1%
O=C(COc1ccccc1F)NC12CC3CC(CC(C3)C1)C2
    -17%, ?, ?
COc1ccccc1N1CCN(CCn2c(=O)c3c(c4ccccc4n3C)n(C)c2=O)CC1
    nt, 6%&-28%, 10%&11%
N/C(=N\OC(=O)COc1ccc(Cl)cc1Br)c1ccncc1
    3%, 4%, 0%
CCOC(=O)C1=C(C)NC(C)=C(C(=O)OCC)C1c1ccccn1
    -12%, -1%&7%, -3%
CN1CCCN(S(=O)(=O)c2ccc(O)c(C(=O)O)c2)CC1
    -20%, 24%, -4%
CCn1cc(C(=O)O)c(=O)c2cnc(N3CCN(C(=S)NC(=O)c4ccccc4)CC3)nc21
    47%[activator], -16%, -3%
CN(C)c1ccc(/C=C/C(=O)c2cccc(Br)c2)cc1
    -12%, 15µM*, -5%
CCOc1ccccc1OCC(=O)NCCc1ccc(S(N)(=O)=O)cc1
    14%, -1%, -20%
CC(C)CCn1c(=O)[nH]c2ccccc21
    -12%, 7%, 23%
Cn1c(=O)n(C)c2cc(N3CCOCC3)c(NS(=O)(=O)c3ccc(Br)cc3)cc21
    -6%, 15µM*, nt
C=CCSc1nc(C)c(CCC(C)C)c(=O)[nH]1
    19%, ?, 30%
CCOC(=O)COn1c(=O)c(=O)n(O)c2ccccc21
    ?, ?, -7%
COc1ccc(CCN(/C=C2\Sc3ccccc3C2=O)C(C)=O)cc1OC
    6%, 3%, 0%
O=C(NC12CC3CC(CC(C3)C1)C2)c1ccc(S(=O)(=O)N2CCOCC2)cc1
    1%, -14%, ?
C[C@H](CO)N1C[C@H](C)[C@@H](CN(C)CC2CCCCC2)Oc2c(NC(=O)Cc3ccccc3)cccc2C1=O
    -30%, 15µM*, nt
CCOC(=O)CNC(=O)CSc1nc(-c2cccc(C)c2)ns1
    13%, ?, -15%
CC(/C=N\NC(=O)Cn1cncn1)=C/c1ccc(C(C)C)cc1
    6%, 6%, -11%
O=C(C(=O)N1CCCCCC1)c1c[nH]c2ccccc12
    2%, -21%, 0%
COc1ccccc1OCc1ccc(C(=O)Nc2ccccc2F)cc1
    -1%, -25%, -1%
Cn1c(=O)c(=O)n(C)c2cc([N+](=O)[O-])c(N3CCOCC3)cc21
    3%, -5%, -1%
CC(C(=O)NC1CCCC1)N1C(=O)c2cccc3cccc1c23 (stereo not drawn)
    -15%, ?, 0%
O=C(NCC1OCCc2ccccc21)c1ccc(NC(=O)c2cccc(Br)c2)cc1 (stereo not drawn)
    7%, 7.3µM*, 3%
O=C(Nc1cccc(C(F)(F)F)c1)c1cc(CN2CCOCC2)on1
    14%, -12%, nt
NC(=O)C1CCN(C(=O)CN(c2cccc(C(F)(F)F)c2)S(=O)(=O)c2ccccc2)CC1
    -2%, -23%, 2%
CCN(C(=O)COC(=O)c1ccc2c(c1)OCO2)c1c(N)n(Cc2ccccc2)c(=O)[nH]c1=O
    -2%, -18%, 3%
NC(=O)c1ccc(N2CCCCC2)c(N2C(=O)C3CC=CCC3C2=O)c1 (stereo not drawn)
    1%, -17%, 3%
Clc1cccc2sc(N3CCN(c4ccccc4)CC3)nc12
    1%, 23µM*, 5%
CCC(c1nnnn1C(C)(C)CC)N1CCN(c2ccccc2F)CC1 (stereo not drawn)
    -5%, -22%, -4%
CCOC(=O)N1CCN(Cc2nc(N)nc(Nc3ccc(Cl)cc3)n2)CC1
    -1%, -13%, -2%
Cc1ccc(Cl)c(OCCN2CCc3ccccc3C2)c1
    -4%, ?, -10%
COc1ccc(NC(=O)CSc2ncc3c(n2)-c2ccccc2N(C)S3(=O)=O)cc1Cl
    -5%, ?, nt
Cc1ccc(NC(=S)Nc2cccc3cnccc23)c(C)c1
    -7%, 8%, 3%
Cc1ccccc1-c1noc(-c2ccccc2C(=O)NCc2ccco2)n1
    2%, ?, 19%
CC(C)C[C@H](NC(=O)OC(C)(C)C)C(=O)N/N=C/C1=Cc2ccccc2OC1C (stereo partly drawn)
    -24%, ?, nt
CS(=O)(=O)c1cccc(C(=O)NCc2ccccc2)c1
    -2%, -10%, 2%
COc1ccc(C2=NN(C(=O)CCCC(=O)O)C(c3cccs3)C2)cc1OC (stereo not drawn)
    0%, 1%, -1%
O=C(CSc1nnc(C2CC2)n1Cc1ccccc1)N1CCNC1=O
    4%, 4%, nt

Reprinted from the listing (two entries):
Fields: FEN1 inhibitor, DT40 TDP1 CPT, N370S GC mod
Cc1ccc(NC(=S)Nc2cccc3cnccc23)c(C)c1
    -7%, 8%, 3%
Cc1ccccc1-c1noc(-c2ccccc2C(=O)NCc2ccco2)n1
    2%, ?, 19%

Next part:
Fields: FEN1 inhibitor, DT40 TDP1 CPT, N370S GC mod
CCc1ccc(-c2csc3[n+]2CCN3C(C)=O)cc1
    -3%, ?, -3%
O=C(CSc1nnc(NC(=O)C2CC2)s1)Nc1ccccc1
    1%, -17%, 0%
CC1=C(C(=O)Nc2ccccn2)C(c2ccccc2Cl)NC(=S)N1 (stereo not drawn)
    -2%, -3%, 5%
COc1ccc(S(=O)(=O)Nc2ccccc2C(=O)NCc2cccnc2)cc1OC
    3%, 1%, -29%
O=C(NCCc1c[nH]c2ccccc12)C(=O)NCC1OCCCN1S(=O)(=O)c1ccc(F)cc1 (stereo not drawn)
    1%, 18µM*, -3%
COc1ccc(CNC(=O)CC(C)n2nc(C)cc2C)cc1 (stereo not drawn)
    -1%, -14%, nt
O=C(NCCCn1ccnc1)c1ccc(NS(=O)(=O)c2cccc([N+](=O)[O-])c2)cc1
    0%, 8%, -20%
COc1ccccc1CNc1ncnc2c1c(-c1ccccc1)cn2-c1ccc(Br)cc1
    16%, ?, nt
CC(C(=O)Nc1ccc2c(c1)OCCO2)N1Cc2ccccc2C1=O (stereo not drawn)
    -11%, -12%, -6%
COc1cc(NC(=O)c2noc3c2CCC3)c(OC)cc1Cl
    ?, -22%, 4%
O=c1[nH]c(CSc2nnc(COc3ccccc3)n2-c2ccccc2)nc2ccccc12
    -17%, -1%, 10%
O=C(CN1CCCC1)OCCCC1CCCCC1
    -12%, -9%, 3%
Cc1nnc2c(N3CCN(C(=O)c4ccco4)CC3)nc3ccccc3n12
    -13%, ?, -1%
Cc1ccc2c(c1)COc1c3ccc(C(=O)N4CCCCC4)cc3nn1-2
    16%, 21µM*, 2%
CCOc1ccc(-n2c(=O)c3sc4ccccc4c3n(Cc3cccc(C)c3)c2=O)cc1
    6%, 1%, nt
Cc1cccc(-n2c(SCc3cc(=O)n4ccsc4n3)nc3ccccc32)c1
    -10%, 13µM*, 17%
Cc1c(C(=O)NCC2COc3ccccc3O2)oc2ccc(S(=O)(=O)N3CCOCC3)cc12 (stereo not drawn)
    -21%, ?, -4%
COc1ccc(C(=O)Nc2ccc3c(c2)OCCO3)cc1S(=O)(=O)N1CCOCC1
    -13%, -2%, nt
O=C(Oc1cccc(C(=S)N2CCOCC2)c1)c1ccc([N+](=O)[O-])cc1
    10%, -4%, 4%
CCC1(C)Cc2c(sc3nc(SC)[nH]c(=O)c23)CO1 (stereo not drawn)
    -7%, 6%, 17%
COc1ccc(C(=O)Nc2cccc(-c3nnc(-c4ccco4)o3)c2)cc1
    13%, 18µM*, nt
Cc1ccsc1C(=O)OCC(=O)NCCCc1ccccc1
    -5%, -2%, 3%
COCCNc1ncnc2c1[nH]c1ccccc12
    -10%, ?, -3%
Cc1ccc2c(c1)c1c(c(=O)n(-c3cccc(Cl)c3)c(=O)n1CC(=O)N1CCCC1)n2C
    1%, ?, nt
Cc1nc2cc(-c3cccc(F)c3)nn2c(C)c1CCC(=O)NC(C)CCc1ccco1 (stereo not drawn)
    -10%, ?, -10%
CN1C(=O)C(C)(C)c2cc(S(=O)(=O)N3CCN(c4cccc(Cl)c4)CC3)ccc21
    -11%, ?, -22%
Nc1ccc2c(c1)-c1ccccc1S(=O)(=O)N2
    ?, ?, -4%
CCCc1cc(C(=O)OC)c(NC(=O)OCC)s1
    -5%, -16%, -3%
COCCn1c(=O)c(-c2ccc(Cl)cc2)nc2cnc(N3CCNCC3)nc21
    nt, 6.5µM*, 1%
Cc1ccc(S(=O)(=O)N2CCCC2C(=O)Nc2ccc(Br)cc2)cc1 (stereo not drawn)
    -1%, ?, nt
CC1CCCCN1C(=O)c1ccc(C(=O)c2ccccc2)cc1 (stereo not drawn)
    14%, ?, nt
Cc1ccccc1CNC(=O)CCC(=O)N1Cc2ccccc2Oc2ncccc21
    2%, -15%, -3%
Cc1cc2oc(=O)cc(COC(=O)Cn3cnnn3)c2cc1C(C)C
    6%, ?, 26%
Cc1cccc(COc2ccc(/C=N/NC(=O)c3nnn(-c4nonc4N)c3C)cc2)c1
    11%, ?, 2%
Cc1ccc(CNC(=O)C2CCCN(S(=O)(=O)c3ccc(-n4cnnn4)cc3)C2)cc1 (stereo not drawn)
    0%, -18%, 1%
COc1cc(C)c(-c2cc(C(=O)O)c(C)o2)cc1C(C)C
    -3%, -3%, 8%
CCCCCCNC(=O)c1cc(-c2ccco2)nc2ccccc12
    -8%, ?, 10%
O=C(CCl)N(O)c1ccc(C=Cc2ccccc2)cc1
    -4%, 0.13µM*, nt
CCOc1ccc(CN2CCNC(=O)C2CC(=O)NCc2ccccn2)cc1 (stereo not drawn)
    8%, -1%, 9%
Cc1ccc(Sc2ncccc2C(=O)NCc2cc([N+](=O)[O-])ccc2O)c(C)c1
    -9%, 26%, -5%
Brc1nnc2n1-c1ccccc1Sc1ccccc1-2
    -6%, -14%, 7%
O=C(CSCc1ccco1)Nc1cc(C(F)(F)F)ccc1N1CCOCC1
    -26%, ?, 0%

Another view of some results above:
canonical_smiles: Cc1ccccc1CNC(=O)CCC(=O)N1Cc2ccccc2Oc2ncccc21
  FEN1 inhibitor: 2%
  DT40 TDP1 CPT: -15%
  N370S GC mod: -3%

canonical_smiles: Cc1cc2oc(=O)cc(COC(=O)Cn3cnnn3)c2cc1C(C)C
  FEN1 inhibitor: 6%
  DT40 TDP1 CPT: ?
  N370S GC mod: 26%

canonical_smiles: Cc1cccc(COc2ccc(/C=N/NC(=O)c3nnn(-c4nonc4N)c3C)cc2)c1
  FEN1 inhibitor: 11%
  DT40 TDP1 CPT: ?
  N370S GC mod: 2%

canonical_smiles: Cc1ccc(CNC(=O)C2CCCN(S(=O)(=O)c3ccc(-n4cnnn4)cc3)C2)cc1 (stereo not drawn)
  FEN1 inhibitor: 0%
  DT40 TDP1 CPT: -18%
  N370S GC mod: 1%
